BCLXL inh: inhibitors of human Bcl-xL, primary screen, biochemical, fluorescence polarization, HTS; GST-Bcl-xL / FITC-Bim BH3 peptide fluorescence polarization; inhibition, % at 10.9 µM; 320,000 compounds, 0.7% hits;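 active = inhibition above the mean of all tested compounds plus 3 SD, cutoff set per campaign, cut at about 30% in these data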;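 note: 0% = DMSO wells and 100% = unlabeled Bim-BH3 peptide competitor; inhibitors lower millipolarization by displacing the labeled peptide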
GRK2 inh: compounds blocking aptamer binding on GRK2 – biochemical, human GRK2, bead flow cytometry, HTS, primary screen; Beta-adrenergic receptor kinase 1 (Homo sapiens), P25098; FAM-aptamer displacement from GRK2; inhibition of aptamer binding, % at 10 µM; 330,000 compounds, 0.59% hits; AID 488847, 2010;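 active = inhibition of aptamer binding above 40%, roughly 3 SD of noise, on plates passing a quality check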;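 note: median bead fluorescence of bound FAM aptamer so fluorescent compounds give negative values; no value below 0 was filed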
GLD-1 RNA inh: GLD-1/TGE RNA complex disruptors, primary screen, biochemical, fluorescence polarization; 320,000 compounds, 0.44% hits; inhibition, % at 5.96 µM; purified GLD-1 + fluorescein TGE RNA;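 active = percent inhibition above a per-plate cutoff, the plate mean of test compounds plus 3 SD, cut at about 30% in these data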;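 note: 0% = DMSO wells with GLD-1 and probe and 100% = wells lacking GLD-1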
Efflux pump mplx: inhibitors of Candida efflux pumps in yeast, primary screen, S. cerevisiae, Nile Red, multiplex. S. cerevisiae Candida pump triplex. inhibition, % at 10 µM. 330,000 compounds, 0.44% hits;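 active = plate passing quality check with inhibition over a set limit, or well fluorescence over plate mean plus 4 SD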;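 note: Nile Red retained in pooled yeast measured as flow cytometry median fluorescence; 0% = buffer negative control and 100% = Enniatin B positive control; higher means more Nile Red kept so more efflux inhibition; some compounds called inactive have numbers as strong as hits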
VLA-4 inh: inhibition in human VLA-4 binding assay, primary screen, VLA-4 allosteric modulator project, MLPCN library, flow cytometry, VLA-4 expressing cells; ligand binding flow cytometry; Integrin alpha-4 (Homo sapiens), P13612; 330,000 compounds, 0.2% hits; inhibition, % (about 7 µM as worked out from the volumes in the protocol); in the data active = inhibition above about 50%
Target sequence (P13612 whole entry, looked up): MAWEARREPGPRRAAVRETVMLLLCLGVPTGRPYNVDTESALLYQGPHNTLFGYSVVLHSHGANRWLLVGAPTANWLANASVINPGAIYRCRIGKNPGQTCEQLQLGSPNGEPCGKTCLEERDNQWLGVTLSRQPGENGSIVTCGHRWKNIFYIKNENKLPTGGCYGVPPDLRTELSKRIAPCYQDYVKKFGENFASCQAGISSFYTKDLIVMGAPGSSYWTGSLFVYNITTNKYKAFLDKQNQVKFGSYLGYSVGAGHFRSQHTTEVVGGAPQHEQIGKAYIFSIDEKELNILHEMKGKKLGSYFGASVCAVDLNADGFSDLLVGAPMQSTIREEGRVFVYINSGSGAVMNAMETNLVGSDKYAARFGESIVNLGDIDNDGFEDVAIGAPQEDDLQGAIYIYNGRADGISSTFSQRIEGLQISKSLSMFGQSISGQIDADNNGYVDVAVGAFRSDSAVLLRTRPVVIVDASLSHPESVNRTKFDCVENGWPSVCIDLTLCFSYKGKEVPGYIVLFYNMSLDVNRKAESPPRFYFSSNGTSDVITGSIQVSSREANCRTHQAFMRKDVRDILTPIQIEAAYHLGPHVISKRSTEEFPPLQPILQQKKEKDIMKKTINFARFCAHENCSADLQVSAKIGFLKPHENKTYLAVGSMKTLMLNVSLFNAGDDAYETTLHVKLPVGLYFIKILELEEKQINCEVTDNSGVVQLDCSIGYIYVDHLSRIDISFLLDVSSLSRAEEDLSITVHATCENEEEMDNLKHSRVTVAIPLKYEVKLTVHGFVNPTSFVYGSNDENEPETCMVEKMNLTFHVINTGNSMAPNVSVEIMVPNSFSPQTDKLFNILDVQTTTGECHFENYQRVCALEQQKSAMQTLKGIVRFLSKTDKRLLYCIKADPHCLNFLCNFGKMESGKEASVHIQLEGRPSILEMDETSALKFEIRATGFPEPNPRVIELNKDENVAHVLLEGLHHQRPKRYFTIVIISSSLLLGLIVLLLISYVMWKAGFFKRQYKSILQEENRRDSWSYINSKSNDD
PME-1 inh: PME-1 inhibitors via competitive probe labeling, primary screen, biochemical, fluorescence polarization, FP-Rh probe, HTS. recombinant PME-1. inhibition, % at 5.9 µM. 320,000 compounds, 0.53% hits. AID 2130, 2009;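 active = inhibition above the campaign mean of all compounds plus 3 SD, cut at about 26% in these data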;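 note: competitive labeling of PME-1 active site by serine hydrolase directed probe; 0% = PME-1 with DMSO and 100% = wells lacking PME-1 enzyme; inhibitors block probe labeling so polarization falls and inhibition rises; many of its hits are not listed in these tables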
MEX-5 binding: MEX-5 zinc finger RNA-binding disruptors – biochemical, C. elegans, fluorescence polarization, MLPCN library, primary screen | 300,000 compounds, 0.38% hits | activity score (negative = inhibition of binding), % at 10 µM | MEX-5/FITC-TCR2 RNA binding; active compounds read low;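 active = inhibition past about -25% in most replicates, and total fluorescence under double the plate's negative control median, limit read from the data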;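 note: 0% = DMSO and -100% = 5 µM competing unlabeled TCR2 RNA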
Fam108B counter: mouse Fam108B serine hydrolase inhibitors, primary screen, counter-screen for RBBP9 inhibitor project, biochemical, fluorescence polarization | recombinant Fam108B, FP-Rh probe fluorescence polarization | inhibition, % at 9.51 µM | 300,000 compounds, 0.33% hits | AID 1947, 2009;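 active = inhibition above the screen mean inhibition plus 3 SD, computed separately per campaign, cut at about 18% in these data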;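 note: inhibitors lower polarization as less probe binds the enzyme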
MCL1 BIM primary: inhibitors of MCL1 binding to BIM-BH3, primary screen, biochemical, fluorescence polarization. Induced myeloid leukemia cell differentiation protein Mcl-1 (Homo sapiens), Q07820. GST-MCL1 / FITC-Bim-BH3 fluorescence polarization. inhibition, % at 10.9 µM. 320,000 compounds, 0.68% hits. AID 2057, 2009;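 active = inhibition above the mean inhibition of all tested compounds plus 3 SD, set per campaign, cut at about 40% in these data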;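 note: 0% = DMSO wells and 100% = unlabeled Bim-BH3 peptide control; higher means more loss of mP so more displacement of Bim peptide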
Starred values were filed as active, the others as inactive; . = no result given. Not all compounds are listed; the hit share may differ from the screen's.

SMILES	BCLXL inh	GRK2 inh	GLD-1 RNA inh	Efflux pump mplx	VLA-4 inh	PME-1 inh	MEX-5 binding	Fam108B counter	MCL1 BIM primary
CCC1=C(OC(=O)N(CC)CC)N2C(=O)OC(=NCC(=O)OC)[C@]2(C)[C@H]2C1=CC[C@H]1C(=O)NC(=O)[C@H]12	6	2	3	0.0	-10	-2	-0.1	1	12
COc1cccc(NC(=O)CCCn2c(=S)[nH]c3ccccc3c2=O)c1	-4	0	4	0.0	6	-1	0.9	-4	0
Cc1ccc(Oc2ncccc2NC(=O)CCCC(=O)O)c2c1CCC2	8	1	0	0.1	-19	0	0.3	2	10
O=[N+]([O-])c1ccccc1CNC1CCCc2ccccc21 (stereo not drawn)	1	3	-3	0.1	6	-2	-0.6	2	-2
Cc1c(O)c(C)c2c(c1O)C(=O)C[C@@H](c1ccccc1)O2	2	0	1	-0.2	0	3	.	.	4
O=C(NC1CC2CCC(C1)N2C(=O)NCc1ccccc1)NC12CC3CC(CC(C3)C1)C2 (stereo not drawn)	4	3	-2	0.0	7	-1	1.2	4	10
O=c1[nH]c(=O)c2ncc(-c3ccc(Cl)cc3)nc2[nH]1	9	2	0	0.1	-29	-7	-1.0	1	13
CCCOC(=O)C(C)n1cnc2sc(C)c(C)c2c1=O (stereo not drawn)	1	1	1	-0.3	-1	-5	2.4	-4	-8
S=c1nc2ccccc2c2nc(-c3ccccc3Cl)[nH]n12	-1	30	-3	0.6	-7	-6	-2.3	-6	-10
COc1cccc(COc2ccccc2C2Nc3ccc(Br)cc3C(=O)N2NC(=O)c2ccncc2)c1 (stereo not drawn)	5	5	9	0.0	3	-8	-1.7	-3	0
COc1cccc(CN(C(=O)c2ccccc2Cl)C2CCS(=O)(=O)C2)c1 (stereo not drawn)	7	0	7	-0.2	-1	-3	1.9	1	4
CC(=O)NC1=NN(C(C)=O)C(c2ccc(F)cc2)S1 (stereo not drawn)	3	0	11	-0.1	-4	-3	-1.1	-2	-5
c1ccc2c(c1)CCCN2c1nc2ccccc2n2cnnc12	4	0	-12	-0.1	-2	-3	0.4	-2	0
O=C(NC1CCCCC1)N1CCN(CCc2ccccc2)CC1	-1	70*	5	0.3	3	0	0.5	-3	-1
CCc1cc(=O)oc2cc(OCC(=O)NCCCN3CCCC3=O)ccc12	8	3	-2	-0.2	23	-3	0.9	3	1
N#CCCN1CCN(C(=S)c2ccc(-c3ccc(Cl)c(Cl)c3)o2)CC1	4	0	0	1.0*	-6	3	-0.5	-2	4
Cc1ccc(S(=O)(=O)Nc2cccc(-c3ccc4nnc(C)n4n3)c2)s1	7	3	0	0.3	9	21	-3.3	5	8
Cn1nnnc1Sc1ncnc2scc(-c3ccccc3Cl)c12	1	1	-7	-0.1	-7	8	.	.	9
O=C(COC(=O)CCC(=O)c1cccs1)Nc1ccccc1[N+](=O)[O-]	0	0	-5	0.2	0	14	2.5	-3	-5
COc1ccccc1OC(=O)c1cc2ccccc2oc1=O	6	1	4	-0.1	12	4	-0.8	1	9
CNC(=O)N1CCN(C(=O)NC)CC1	5	1	0	0.1	12	-7	-2.1	-13	0
COc1ccccc1OCC(=O)Nc1c2c(nn1-c1ccc(F)cc1)CS(=O)(=O)C2	11	2	4	0.0	-3	4	0.3	1	10
CC(=O)c1cccc(NCC(=O)Nc2cc(S(=O)(=O)N3CCCCC3)ccc2C)c1	6	1	3	-0.3	8	16	-0.6	-2	-1
CCOC(=O)/C(C#N)=C/N=c1ccc(C)cn1C	4	1	-6	-0.1	-12	4	-1.5	3	12
N#C/C=C/C(=C\Nc1ccc(Cl)cc1)S(=O)(=O)c1ccccc1	-5	0	-7	0.0	6	-11	-3.3	-4	-6

Continued:
SMILES	BCLXL inh	GRK2 inh	GLD-1 RNA inh	Efflux pump mplx	VLA-4 inh	PME-1 inh	MEX-5 binding	Fam108B counter	MCL1 BIM primary
COc1ccc(C2C(C#N)=C(N)Oc3cc4c(cc32)OCO4)cc1 (stereo not drawn)	0	0	3	-0.1	5	7	0.0	4	-6
Cc1cc(NC(=O)Cn2nc(C(=O)O)c3ccccc3c2=O)ccc1Br	1	4	0	0.0	10	-12	-1.3	-11	5
CSc1ccccc1C(=O)N1CCN(c2cccc(Cl)c2)CC1	-3	4	10	0.3	-1	1	0.8	-2	-2
Oc1ccc2ccccc2c1N=Nc1ccccc1F	5	4	0	-0.1	-8	12	0.4	6	2
Cc1nccn1CCCNC(=O)C1CCC(=O)N(Cc2ccccc2F)C1 (stereo not drawn)	0	0	-1	0.2	-7	0	-2.7	0	4
O=C(CCc1nnc(C2(c3ccc(Cl)cc3)CCC2)o1)NCCCn1cccn1	2	3	0	-0.3	-10	3	0.4	10	2
Cc1ccc(NC(=O)c2nsc(Cl)c2Cl)cc1	2	0	-9	0.1	1	-8	0.8	2	-4
Cc1noc(C)c1NC(=O)N(C)C[C@@H]1Oc2c(NC(=O)NC(C)C)cccc2C(=O)N([C@@H](C)CO)C[C@@H]1C	.	6	5	-0.3	23	.	.	.	.
O=c1cc(N2CCN(c3ccccc3Cl)CC2)[nH]c(=O)n1Cc1ccc(F)cc1	1	1	3	-0.1	-8	0	.	2	1
NC(=S)N/N=C/c1cc([N+](=O)[O-])ccc1Cl	9	0	0	0.0	-7	3	0.2	1	5
Cn1c(/N=C/c2c[nH]c3ccccc23)nc2ccccc21	5	0	-11	0.1	7	18	3.5	8	-2
Cc1cc(Br)ccc1NC(=O)CN(C)C(=O)CSC(=S)N1CCCC1	4	3	-3	-0.1	10	7	.	.	5
O=C(O)c1cc(-c2ccc(Cl)c(Cl)c2)n(-c2ccc(F)cc2)n1	6	0	8	-0.1	10	3	0.1	-1	7
O=C(Cn1nnc(-c2ccccc2)n1)OC1CCOC1=O (stereo not drawn)	-1	1	-7	0.0	-4	-1	-1.4	0	4
COc1cccc(CN2CC(C(=O)NCCSc3nnnn3C)CCC2=O)c1 (stereo not drawn)	2	2	5	0.0	-11	0	0.3	2	4
Cc1[nH]c2ccccc2c1C(=O)COC(=O)C1CC(O)CN1S(=O)(=O)c1ccc(Cl)cc1 (stereo not drawn)	10	0	4	0.4	4	3	.	.	4
C#CCNC(=O)C1=C[C@@H](c2coc3ccccc3c2=O)[C@H](CCCO)[C@@H](OCC)O1	2	.	6	.	.	5	-6.8	-1	6
O=C(NNC1=NCCCCC1)c1cccc([N+](=O)[O-])c1	3	0	5	-0.1	12	4	-1.1	2	2
O=C(CSc1nc2ccccc2c(=O)n1-c1ccc(F)cc1)Nc1ccc(Cl)c(S(=O)(=O)N2CCOCC2)c1	-1	1	4	-0.2	4	-25	-0.2	-25	-12
COCCNC(=O)Cn1ccc2cc(S(=O)(=O)N3CCCCCC3)ccc21	-2	4	7	0.1	8	8	0.6	-3	3
CCc1cc(C(=O)OC)c(NC(=O)CC2Nc3cc(C)c(C)cc3NC2=O)s1 (stereo not drawn)	-6	2	-3	0.1	-3	-5	-12	-2	-11
COc1ccc2c(C)cc(SCC(=O)Nc3c(C)n(C)n(-c4ccccc4)c3=O)nc2c1	2	2	2	0.0	94*	2	-1.1	-2	7
Cc1ccc(S(=O)(=O)NCC(=O)N2CCOCCOCCOCC2)cc1	4	0	1	-0.1	5	-5	0.6	2	2
CCN(CC)CCCNC(=O)c1c(O)c2cc(F)cc3c2n(c1=O)C(C)CC3 (stereo not drawn)	5	0	-1	0.0	13	-4	1.0	-2	-5
CN(C(=O)COC(=O)COc1ccccc1F)C1CCS(=O)(=O)C1 (stereo not drawn)	3	0	-8	-0.3	-16	-5	1.4	0	8

Individual results from above.
GRK2 inh, O=C(Cn1nnc(-c2ccccc2)n1)OC1CCOC1=O (stereo not drawn) : 1
BCLXL inh, O=C(NNC1=NCCCCC1)c1cccc([N+](=O)[O-])c1 : 3

Additional entries
SMILES	BCLXL inh	GRK2 inh	GLD-1 RNA inh	Efflux pump mplx	VLA-4 inh	PME-1 inh	MEX-5 binding	Fam108B counter	MCL1 BIM primary
C=CCNC(=O)[C@H]1N2C(=O)c3ccccc3C2SC1(C)C (stereo partly drawn)	2	3	-13	0.0	4	1	-1.4	3	6
O=C(Nc1cnn(Cc2ccc(Cl)cc2)c1)c1ccc([N+](=O)[O-])cc1	1	0	7	0.2	-5	8	-0.9	-1	2
Cc1ccc2nc(N/C(=N/S(=O)(=O)c3ccc(F)cc3F)c3ccccc3)sc2c1	3	1	8	-0.2	2	-2	-0.7	1	6
COc1ccc(OC)c(-n2nnnc2SCC(=O)Nc2nc(C)c(C)s2)c1	3	0	1	0.0	12	-5	4.1	0	-3
Cc1ccc(-c2nnc3ccc(SCC(=O)N4CCc5ccccc54)nn23)cc1	2	2	5	-0.2	0	1	-1.0	2	-5
CN(c1ccc(OCC(=O)OCc2nnc(-c3ccccc3)o2)cc1)S(=O)(=O)c1ccc(Cl)cc1	2	4	-9	0.0	0	4	2.9	1	-1
COc1cccc(C(=O)N2CCC(O)(c3cccnc3)CC2)c1	-1	0	-2	-0.1	5	3	-0.9	1	0
O=C(C1CCN(c2nc(-c3ccccc3)nc3c2CCC3)CC1)N1CCCC1	4	0	8	-5.5	0	-2	-0.2	7	11
Cc1cccc(N2CSC3=C(C#N)C(c4ccc(C)o4)CC(=O)N3C2)c1 (stereo not drawn)	10	1	1	0.3	0	2	-0.2	4	54*
COc1cc(NC(=O)c2sc3ncn(CC(=O)N4CCC(C)CC4)c(=O)c3c2C)cc(OC)c1OC	-1	0	10	0.0	-6	-3	-5.5	0	-1
Cc1ccc(O)c(NC(=O)C2=CC(c3cccs3)=NS(=O)(=O)N2C)c1	3	2	3	0.0	-12	0	0.1	2	7
O=C(NCCc1cccs1)C1CC(c2c(Cl)cccc2Cl)=NO1 (stereo not drawn)	6	.	-1	.	.	-5	0.3	-1	5
COc1ccccc1C(=O)NC(=O)COC(=O)Cn1[nH]c(=O)c2ccccc2c1=O	0	3	0	0.1	1	7	-3.2	2	-2
CN(CC(=O)Nc1ccc(F)cc1)C(=O)Cc1ccsc1	8	0	5	0.0	-27	1	.	.	2
CN1CCN(c2ccc([N+](=O)[O-])cc2NC(=O)c2ccccc2Cl)CC1	2	0	2	0.3	.	12	-1.4	0	7
COCC(=O)NNC(=O)c1ccc(OC)cc1	6	2	-2	0.0	15	-1	3.4	-2	5
Cc1ccc(-c2nc3cc(NC(=O)C(C)C)ccc3o2)cc1	4	0	-1	-0.1	-2	-1	-0.5	2	-1
COc1ccc(S(=O)(=O)N2CCOCC2)c2ccccc12	0	1	4	0.1	16	-5	-0.8	-3	0
O=C(Nc1ccccc1Cl)C1CC(=O)n2c(nc3ccccc32)N1 (stereo not drawn)	-1	1	3	-0.1	7	1	0.9	-1	-4
Cc1ccc(Sc2cc(C(=O)c3ccccc3C(=O)O)ccc2[N+](=O)[O-])cc1	3	0	2	0.6	-10	18	0.3	1	-9
CN(C)CCn1c(=O)n(-c2ccc(F)cc2)c(=O)c2c3c(sc21)CCCCC3	5	1	0	0.0	-1	6	-1.0	3	9
